GASC1 inh = inhibitors of human demethylase GASC-1 KDM4C. Q9H3R0. GST-KDM4C 2-372, H3K9me3 peptide, LANCE TR-FRET. inhibition, % at 12.5 µM. 96,000 compounds, 0.15% hits. AID 720574;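 active = mean replicate inhibition above about 25%, with at least 55% of replicates also reaching it, limit read from the data, passing the limit was not always enough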
Target sequence (Q9H3R0 2-372 limits assumed): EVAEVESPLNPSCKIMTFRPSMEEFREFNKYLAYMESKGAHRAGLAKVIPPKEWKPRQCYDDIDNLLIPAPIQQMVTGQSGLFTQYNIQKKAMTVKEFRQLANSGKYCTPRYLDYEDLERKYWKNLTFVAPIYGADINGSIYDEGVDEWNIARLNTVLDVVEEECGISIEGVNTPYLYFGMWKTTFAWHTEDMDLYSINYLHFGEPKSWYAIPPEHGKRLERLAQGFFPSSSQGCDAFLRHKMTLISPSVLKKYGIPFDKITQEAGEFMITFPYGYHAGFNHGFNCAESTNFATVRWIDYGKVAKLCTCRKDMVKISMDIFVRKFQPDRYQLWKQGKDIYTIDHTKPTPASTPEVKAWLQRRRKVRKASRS
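material = GST-tagged GASC-1 (JMJD2C) catalytic fragment, aa 2-372 | amount = enzyme final amount 10 nM | medium = HEPES buffer, pH 7.5, plus ascorbate | also added = H3K9me3 peptide substrate, Fe(II), 2-oxoglutarate | dosing = single dose | times = 30 min demethylation and 1 h detection at room temperature | detection = LANCE TR-FRET | read-out basis = Fall in 671/618 emission ratio as inhibition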
Tcruzi prolif = inhibitors of T. cruzi proliferation. T. cruzi beta-gal in NIH3T3, GalScreen luminescence, 90 h. inhibition, % at 8.34 µM. 77,000 compounds, 5.9% hits. AID 624255;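 active = mean inhibition above about 93%, with at least 55% of replicates each passing it, limit read from the data, passing the limit was not always enough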
Pf Dd2 inh = P. falciparum Dd2 growth inhibition | SYBR Green, 72 h; stronger effect = lower value | activity change, % at 10 µM | 94,000 compounds, 2.3% hits; in the data active = activity change below about -80%
C diff growth = inhibitors of Clostridium difficile growth | Clostridium difficile clinical isolate growth, OD600, 24 h; stronger effect = lower value | growth activity, negative = inhibition, % at 16 µg/mL (by protocol) | 86,000 compounds, 0.25% hits;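 active = mean growth activity at or below -80% and every replicate also at or below -80%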;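 note: 0% = DMSO wells and -100% = levofloxacin 16 µg/mL wells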
* hit, by the source's call; . = no result given; & = joins results of further samples.

Value order: GASC1 inh	Pf Dd2 inh	C diff growth	Tcruzi prolif
- CCCNC(=O)C[C@H]1CC[C@H]2[C@@H](COc3ccc(NC(=O)c4cc(F)cc(F)c4)cc3C(=O)N2C)O1
  .	-4	-6	22
- C[C@H](CO)N1C[C@H](C)[C@H](CN(C)S(=O)(=O)c2cccc(F)c2)Oc2ncc(C#Cc3cccc(F)c3)cc2C1=O
  -1.4	-40	5	-9
- CO[C@H]1CC[C@@H]2CCN(C)C(=O)[C@H](C)[C@H](OC)CN(C)C(=O)c3cccc(C#N)c3OC[C@@H]1O2
  -0.6	12	.	-4
- O=C(c1cccnc1)N1C[C@H]2[C@@H](c3ccccc31)[C@H](CO)N2C(=O)CN1CCOCC1
  2.4	20	5	53
- CN(C)CC(=O)N1[C@H](C#N)[C@H](c2ccc(C#CC3CCCC3)cc2)[C@H]1CO
  2.8	-30	-3	99*
- Cc1noc(C)c1S(=O)(=O)Nc1ccc2c(c1)C(=O)N([C@H](C)CO)C[C@@H](C)[C@@H](CN(C)S(C)(=O)=O)O2
  -0.2	30	-2	-1
- CN1C(=O)c2cc(NC(=O)C3CCC3)ccc2OC[C@H]2O[C@@H](CC(=O)NCc3ccccc3F)CC[C@@H]21
  -1.1	11	3	.
- C[C@@H]1CCCCO[C@@H](CN(C)Cc2ccc(Cl)c(Cl)c2)[C@@H](C)CN([C@H](C)CO)C(=O)c2cc(NS(=O)(=O)c3cccs3)ccc2O1
  -0.8	4	4	115*
- CN(C)C(=O)C[C@H]1CC[C@H]2[C@@H](COC[C@@H](O)CN2C(=O)C2CCOCC2)O1
  2.8	6	.	55
- O=C(C[C@H]1C=C[C@H](NC(=O)c2cccnc2)[C@H](CO)O1)NCCN1CCCCC1
  -1.5	12	-3	5
- CC(C)NC(=O)Nc1cccc2c1O[C@@H](CN(C)CC1CCCCC1)[C@@H](C)CN([C@H](C)CO)C2=O
  -0.7	0	5	-19
- CCCNC(=O)N1[C@H](CO)[C@H](c2ccc(C#CCN(C)C)cc2)[C@@H]1C#N
  -0.9	40	-6	-8
- C[C@@H]1CCCCO[C@@H](CN(C)C(=O)CCCN(C)C)[C@H](C)CN([C@H](C)CO)C(=O)c2cc(NC(=O)Nc3ccc4c(c3)OCO4)ccc2O1
  2.5	32	0	37
- CN1C(=O)c2cc(NC(=O)c3cccc(F)c3)ccc2OC[C@@H]2O[C@H](CC(=O)O)CC[C@@H]21
  -0.6	-3	-1	39
- O=C(O)C[C@@H]1C[C@H]2c3cc(NS(=O)(=O)c4ccc(F)cc4)ccc3O[C@H]2[C@H](CO)O1
  -0.9	14	1	-55
- C[C@@H](NC(=O)C[C@@H]1C[C@H]2c3cc(NC(=O)NC4CCCC4)ccc3O[C@H]2[C@H](CO)O1)c1ccccc1
  4.0	3	.	-17
- O=C(C[C@@H]1C[C@@H]2c3cc(NC(=O)Nc4ccc(F)cc4)ccc3O[C@@H]2[C@H](CO)O1)NC1CCCCC1
  -0.7	-14	-5	21
- C[C@H]1CN([C@@H](C)CO)C(=O)Cc2cc(NS(=O)(=O)c3ccccc3)ccc2O[C@@H]1CN(C)Cc1ccncc1
  1.3	-13	1	-21
- C[C@H]1CN([C@@H](C)CO)C(=O)c2cccc(NC(=O)c3ccncc3)c2O[C@@H]1CN(C)CC1CCCCC1
  -0.2	-36	7	81
- COc1ccc(S(=O)(=O)Nc2ccc3c(c2)C(=O)N([C@H](C)CO)C[C@@H](C)[C@H](CN(C)Cc2ccncc2)OCCCC[C@H](C)O3)cc1
  2.0	4	5	74

One compound at a time (already shown).
Profile of `CO[C@H]1CC[C@@H]2CCN(C)C(=O)[C@H](C)[C@H](OC)CN(C)C(=O)c3cccc(C#N)c3OC[C@@H]1O2` → GASC1 inh: -0.6; Pf Dd2 inh: 12; C diff growth: .; Tcruzi prolif: -4
Profile of `C[C@H]1CN([C@@H](C)CO)C(=O)Cc2cc(NS(=O)(=O)c3ccccc3)ccc2O[C@@H]1CN(C)Cc1ccncc1` → GASC1 inh: 1.3; Pf Dd2 inh: -13; C diff growth: 1; Tcruzi prolif: -21

Continuation:
Value order: GASC1 inh	Pf Dd2 inh	C diff growth	Tcruzi prolif
- CN1CCN(C(=O)[C@@H]2[C@@H](CO)[C@@H]3Cn4c(ccc(-c5cccnc5)c4=O)[C@@H]3N2CC2CC2)CC1
  -0.2	0	1	-15
- C[C@@H]1CCCCO[C@@H](CN(C)S(=O)(=O)c2ccc(F)cc2)[C@@H](C)CN([C@@H](C)CO)C(=O)c2cc(N(C)C)ccc2O1
  -1.5	.	1	12
- Cc1nn(C)cc1NC(=O)C[C@H]1CC[C@H]2[C@H](COc3ccc(NC(=O)Nc4cccc(Cl)c4)cc3C(=O)N2C)O1
  -2.9	-2	-1	3
- CNC[C@@H]1Oc2c(NS(=O)(=O)c3ccccc3)cccc2C(=O)N([C@@H](C)CO)C[C@@H]1C
  1.7	14	0	.
- C[C@H](CO)N1C[C@H](C)[C@@H](CN(C)CC2CCCCC2)Oc2c(NS(=O)(=O)c3cn(C)cn3)cccc2C1=O
  13	14	2	103*
- OC[C@@H]1[C@H](c2ccc(-c3ccc(F)cc3)cc2)[C@H]2CN(Cc3ccccn3)CCCCN12
  0.2	-21	-8	99*
- COCC#Cc1ccc2c(c1)O[C@@H](CN(C)C(=O)CC1CC1)[C@H](C)CN([C@H](C)CO)S2(=O)=O
  -1.0	-47	-3	72
- O=C(C[C@@H]1C[C@H]2c3cc(NC(=O)CC4CC4)ccc3O[C@H]2[C@H](CO)O1)NCc1ccccc1
  -2.0	4	.	1
- COc1ccc(S(=O)(=O)Nc2ccc3c(c2)C(=O)N([C@H](C)CO)C[C@H](C)[C@@H](CN(C)S(C)(=O)=O)OCCCC[C@H](C)O3)cc1
  0.1	-4	7	39
- C[C@H]1CN([C@@H](C)CO)C(=O)Cc2cc(NC(=O)C3CC3)ccc2O[C@@H]1CN(C)Cc1ccc2c(c1)OCO2
  1.5	-16	-2	58
- Cc1ccc(S(=O)(=O)NCC[C@@H]2CC[C@H](NC(=O)CCN3CCCCC3)[C@@H](CO)O2)cc1
  0.7	-6	3	39
- C[C@H]1CN([C@@H](C)CO)C(=O)Cc2cc(NC(=O)Nc3ccc4c(c3)OCO4)ccc2O[C@H]1CN(C)Cc1ccc(-c2ccccc2)cc1
  1.5	-12	48	61
- O=C(C[C@@H]1CC[C@@H]2NC[C@@H](O)COC[C@H]2O1)Nc1ccc(-c2ccccc2)cc1
  0.2	-10	62&-5	48
- C[C@@H]1CN([C@H](C)CO)C(=O)c2cc(NC(=O)Nc3ccc(C(F)(F)F)cc3)ccc2O[C@@H](C)CCCCO[C@H]1CN(C)Cc1ccc(Cl)c(Cl)c1
  -0.4	-52	23	33
- Cc1cc(C(=O)Nc2cccc3c2O[C@H](CN(C)Cc2ccc(C(=O)Nc4ccccc4N)cc2)[C@H](C)CN([C@H](C)CO)C3=O)n(C)n1
  1.6	-60	-1	103*
- C[C@@H]1CN([C@H](C)CO)C(=O)c2cc(C#CC3(O)CCCC3)cnc2O[C@H]1CN(C)C(=O)Cc1ccccc1
  1.7	16	0	-19
- C[C@H](CO)N1C[C@H](C)[C@H](CN(C)C(=O)C2CCCCC2)OCCCC[C@H](C)Oc2ccc(NC(=O)c3ccncc3)cc2C1=O
  0.0	54	-3	18
- C[C@H](O)C#Cc1ccc2c(c1)O[C@H](CN(C)C(=O)c1ccncc1)[C@@H](C)CN([C@H](C)CO)S2(=O)=O
  -1.1	43	-7	37
- CC(C)NC(=O)N(C)C[C@@H]1Oc2c(NC(=O)Nc3ccc4c(c3)OCO4)cccc2C(=O)N([C@H](C)CO)C[C@@H]1C
  1.2	-2	1	-10
- CCC(=O)N1C[C@H](C)[C@H](OC)CN(C)C(=O)c2ccc(NC(=O)Nc3cccc(F)c3)cc2OC[C@H]1C
  -1.1	-43	1	4

Continuation:
Value order: GASC1 inh	Pf Dd2 inh	C diff growth	Tcruzi prolif
- O=C(c1cccc(F)c1)N1CC(=O)N2[C@@H](CO)[C@H](c3ccc(-c4cccnc4)cc3)[C@@H]2C1
  -2.1	17	0	.
- O=C(C[C@@H]1CC[C@@H]2[C@H](COC[C@H](O)CN2Cc2ccc3c(c2)OCO3)O1)Nc1ccc(-c2ccccc2)cc1
  0.7	-24	19&14	115*
- CO[C@@H]1CN(C)C(=O)c2cc(NS(C)(=O)=O)ccc2OC[C@@H](C)N(C)C[C@@H]1C
  -1.0	43	.	15
- COc1ccc(NC(=O)N(C)C[C@@H]2Oc3ccc(N(C)C)cc3CC(=O)N([C@@H](C)CO)C[C@@H]2C)cc1
  3.9	9	-5	22
- COCC(=O)N1CC2(C1)[C@H](c1ccc(-c3ccc(F)cc3)cc1)[C@@H](CO)N2C(C)=O
  -0.6	-49	-4	.
- CCCNC(=O)[C@@H]1[C@@H](CO)[C@@H]2Cn3c(ccc(-c4ccc(F)cc4)c3=O)[C@H]1N2Cc1ccccc1F
  -0.7	-8	0	89
- Cc1noc(C)c1NC(=O)N(C)C[C@H]1Oc2c(NC(=O)NC3CCCCC3)cccc2C(=O)N([C@H](C)CO)C[C@@H]1C
  .	26	2	0
- COc1ccc(CN(C)C[C@@H]2Oc3c(NC(=O)NC(C)C)cccc3C(=O)N([C@@H](C)CO)C[C@@H]2C)cc1
  -0.9	3	0	.
- CN(C)CCCNC(=O)C[C@@H]1CC[C@H](NC(=O)Cc2cccnc2)[C@@H](CO)O1
  -0.1	6	.	22
- COc1ccc(-c2ccc([C@H]3[C@H](CO)N4CCCCN(C(=O)c5ccc6c(c5)OCO6)C[C@@H]34)cc2)cc1
  -0.9	-47	5	111*
- C[C@@H]1CN([C@@H](C)CO)C(=O)c2cc(NC(=O)Nc3ccc(C(F)(F)F)cc3)ccc2O[C@@H](C)CCCCO[C@@H]1CN(C)C(=O)Nc1ccccc1
  0.3	-57	1	.
- CN1C(=O)c2cc(NC(=O)C3CCCCC3)ccc2OC[C@H]2O[C@H](CC(=O)NC3CCCC3)CC[C@@H]21
  1.7	-2	0	11
- Cc1ccc(S(=O)(=O)Nc2ccc3c(c2)C(=O)N([C@H](C)CO)C[C@@H](C)[C@H](CN(C)S(=O)(=O)c2ccc(Cl)cc2)OCCCC[C@@H](C)O3)cc1
  7.7	-81*	-1	55
- O=C(NC1CCCC1)N1CC2(C1)[C@@H](c1ccccc1)[C@@H](CO)N2CC1CCOCC1
  0.6	-17	-6	.
- C[C@@H]1CN([C@@H](C)CO)C(=O)c2cc(NC(=O)c3ccncc3)ccc2O[C@@H](C)CCCCO[C@H]1CN(C)C(=O)CCCN(C)C
  3.6	18	-4	32
- C[C@@H]1CN([C@H](C)CO)C(=O)c2cc(NC(=O)NC3CCCCC3)ccc2O[C@@H](C)CCCCO[C@@H]1CN(C)C(=O)CCC(F)(F)F
  0.2	-28	-5	42
- Cc1noc(C)c1NC(=O)N(C)C[C@H]1Oc2c(NC(=O)Nc3ccc(F)cc3)cccc2C(=O)N([C@H](C)CO)C[C@H]1C
  -0.7	10	3	17
- CC(C)NC(=O)N(C)C[C@H]1Oc2ccc(NC(=O)C3CC3)cc2C(=O)N([C@H](C)CO)C[C@@H]1C
  -0.9	14	-2	52
- CS(=O)(=O)Nc1ccc2c(c1)[C@H]1C[C@@H](CC(=O)NCc3ccccc3)O[C@@H](CO)[C@H]1O2
  5.2	18	.	29
- C[C@H](CO)N1C[C@H](C)[C@@H](CN(C)S(C)(=O)=O)OCCCC[C@H](C)Oc2ccc(NC(=O)CCC(F)(F)F)cc2C1=O
  -0.4	34	-3	24

An excerpt from above in order of their number in C diff growth, lowest first.
canonical_smiles	GASC1 inh	C diff growth
COc1ccc(NC(=O)N(C)C[C@@H]2Oc3ccc(N(C)C)cc3CC(=O)N([C@@H](C)CO)C[C@@H]2C)cc1	3.9	-5
C[C@H](CO)N1C[C@H](C)[C@@H](CN(C)S(C)(=O)=O)OCCCC[C@H](C)Oc2ccc(NC(=O)CCC(F)(F)F)cc2C1=O	-0.4	-3
Cc1noc(C)c1NC(=O)N(C)C[C@H]1Oc2c(NC(=O)NC3CCCCC3)cccc2C(=O)N([C@H](C)CO)C[C@@H]1C	.	2

Carrying on:
Value order: GASC1 inh	Pf Dd2 inh	C diff growth	Tcruzi prolif
- CC=Cc1ccc2n(c1=O)C[C@@H]1[C@@H](CO)[C@H](C(=O)NCCC)N(Cc3cocn3)[C@H]21 (mixture of isomers)
  0.4	.	6	63
- O=C(NCC[C@H]1CC[C@H](NC(=O)C2CCC2)[C@H](CO)O1)c1cc(Cl)cc(Cl)c1
  -0.6	9	4	.
- CN(C)C(=O)c1cccc(-c2ccccc2[C@@H]2[C@H](C#N)N(C(=O)C3CC3)[C@H]2CO)c1
  6.5	0	-9	.
- C[C@H]1CCCCO[C@@H](CN(C)C)[C@@H](C)CN([C@@H](C)CO)C(=O)c2cc(NC(=O)Nc3ccc(C(F)(F)F)cc3)ccc2O1
  0.9	-10	12	38
- CC(C)NC(=O)N(C)C[C@@H]1Oc2ccc(NC(=O)Nc3ccc(C(F)(F)F)cc3)cc2C(=O)N([C@@H](C)CO)C[C@H]1C
  -2.0	-41	2	-1

A different layout for part of the listing above.
molecule	GASC1 inh	Pf Dd2 inh	C diff growth	Tcruzi prolif
C[C@H]1CCCCO[C@@H](CN(C)C)[C@@H](C)CN([C@@H](C)CO)C(=O)c2cc(NC(=O)Nc3ccc(C(F)(F)F)cc3)ccc2O1	0.9	-10	12	38
CC(C)NC(=O)N(C)C[C@@H]1Oc2ccc(NC(=O)Nc3ccc(C(F)(F)F)cc3)cc2C(=O)N([C@@H](C)CO)C[C@H]1C	-2.0	-41	2	-1
